TCR act – T cell receptor activation; primary human leukocytes, anti-CD3, IL-2 HTRF, 48 h; Potency, µM (series often up to 9.22 µM), for the others: top-dose activation of IL-2 secretion, hits mostly activators; 330,000 tested, under 10 active; AID 504894; also: % of control where 0% means no effect
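IL-2 produced over 48 hr by a-CD3 bead-stimulated primary human leukocytes exposed to compounds was detected with a homogeneous time-resolved FRET immunoassay, 665nm acceptor signal after 320nm excitation.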
ASM inhibitor – inhibitors of human secretory acid sphingomyelinase; placental ASM, HMU-PC fluorogenic substrate, 60 min; Potency, µM (highest dose often 57.5 µM), without a hit: at the top dose activity change, negative = inhibition, most hits filed as inhibitors; 0.006% of 340,000 active; also: potency is read from the fitted curve at half-maximal effect
Target sequence (P17405 47-631 limits assumed): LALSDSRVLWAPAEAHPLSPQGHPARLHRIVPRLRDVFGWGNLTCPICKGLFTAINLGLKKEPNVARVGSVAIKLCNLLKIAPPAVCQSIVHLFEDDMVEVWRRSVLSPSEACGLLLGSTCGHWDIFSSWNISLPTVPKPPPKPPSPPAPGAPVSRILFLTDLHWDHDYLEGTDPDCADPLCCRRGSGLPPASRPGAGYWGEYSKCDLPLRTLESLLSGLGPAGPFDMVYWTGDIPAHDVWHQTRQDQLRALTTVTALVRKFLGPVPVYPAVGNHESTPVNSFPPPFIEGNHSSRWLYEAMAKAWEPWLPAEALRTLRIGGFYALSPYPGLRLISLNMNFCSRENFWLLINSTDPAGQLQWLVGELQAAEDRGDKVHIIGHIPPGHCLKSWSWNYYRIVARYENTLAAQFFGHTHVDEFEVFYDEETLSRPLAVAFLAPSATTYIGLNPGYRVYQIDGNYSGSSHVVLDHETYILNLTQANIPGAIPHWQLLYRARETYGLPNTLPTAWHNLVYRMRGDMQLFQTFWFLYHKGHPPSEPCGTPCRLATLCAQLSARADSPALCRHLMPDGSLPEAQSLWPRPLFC
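Steps: dispense placental human ASM, pin compound, wait 10 min at room temperature, add HMU-PC0 substrate at 9 uM final, incubate 60 min at 37 °C, add stop solution raising pH to 10, read fluorescence.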
TSG101-PTAP inh – blocks PTAP/TSG101 interaction to inhibit HIV-1 budding | Q99816 | Fluorescence polarization, FITC-PTAP peptide / Tsg101 binding | Potency, µM (series often up to 115 µM), inactives show at the top dose activity change, negative = inhibition, actives largely listed as inhibitors | 340,000 tested, under 10 active | AID 493005; active = well fitted inhibition curve with a large enough effect in the main read-out, with a control signal flat, not every such curve was filed as active; inconclusive = small, poorly fitted or top-dose-only effect, or effect the other way, or a change in a side signal; inactive = no such curve, though single readings can be large or run the other way; also: potency is read from the fitted curve at half-maximal effect; % of control where 0% means no effect
Target sequence (Q99816 whole entry, looked up): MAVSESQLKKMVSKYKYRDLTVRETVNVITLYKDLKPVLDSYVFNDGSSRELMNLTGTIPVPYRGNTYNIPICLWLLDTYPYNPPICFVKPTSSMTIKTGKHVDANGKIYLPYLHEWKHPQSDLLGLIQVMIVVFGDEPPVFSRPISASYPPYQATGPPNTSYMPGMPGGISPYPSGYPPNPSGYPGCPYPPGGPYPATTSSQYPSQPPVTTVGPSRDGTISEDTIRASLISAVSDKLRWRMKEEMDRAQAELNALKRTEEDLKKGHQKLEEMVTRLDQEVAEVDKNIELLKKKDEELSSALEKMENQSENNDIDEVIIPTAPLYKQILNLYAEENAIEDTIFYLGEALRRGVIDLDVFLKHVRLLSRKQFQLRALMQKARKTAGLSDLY
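Fluorescence polarization binding of Tsg101 binding domain (10 uM final) to FITC-labeled PTAP peptide (50 nM final) in HEPES pH 7.5 buffer with NaCl, Tween 20, EDTA, TCEP. Compounds added before peptide; binding 20 min at RT.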
A-T KAP1 phos – candidate therapy for ataxia-telangiectasia. […] A-T fibroblasts, KAP-1 phosphorylation AlphaLISA; neocarzinostatin DNA damage 30 min before lysis. Potency, µM (top dose mostly 57.5 µM), inactives show at the top dose activation, most hits filed as activators. 0.19% of 320,000 active. AID 485349; also: potency is read from the fitted curve at half-maximal effect; % of control where 0% means no effect; nearly all actives have a fitted effect of over 45% in size
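hTERT-immortalized A-T patient fibroblasts ([…]), 500 cells/well in OPTI-MEM, 1% FBS, got compounds for 60 min, then NCS for 30 min at 37C. Lysates were then assayed for phospho-KAP-1 by AlphaLISA (anti-pKAP1 donor, anti-KAP1 acceptor beads), 6 hr at 25C.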
MBNL1-CUG inh – MBNL1-poly(CUG) RNA binding inhibition; Q9NR56; TR-FRET MBNL1-His/biotin-(CUG)12 binding, 665/545 ratio; Potency, µM (series often up to 57.5 µM), for the others: at the highest dose activity change, negative = inhibition, actives largely listed as inhibitors; 0.036% of 280,000 active; active = well fitted inhibition curve with a large enough effect in the signal ratio, with a control signal flat, not every such curve was filed as active; inconclusive = small, poorly fitted or top-dose-only effect, or effect the other way, or a change in a side signal; inactive = no such curve, though single readings can be large or run the other way; the % refers to the signal ratio; also: potency is read from the fitted curve at half-maximal effect; % is scaled to controls: 0 for no effect and ±100 for the full control effect
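MBNL1-His + Biotin-(CUG)12, cpd titration 92 nM–58 uM; Tb anti-His Ab 0.055 ng/ul, SA-XL665 5 nM (final); 60 min RT; ratiometric 665/545 nm, Ex 340 nm; normalized to buffer and full-complex controls.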
Menin MLL FP TR – menin-MLL binding inhibition, Texas Red mutant peptide | Menin + Texas Red MLL mutant peptide, fluorescence polarization | O00255 | Potency, µM (series often up to 61.6 µM), inactives show at the top dose FP activity change, negative = inhibition, actives largely listed as inhibitors | 0.23% of 270,000 active | AID 1768; active = well fitted inhibition curve with a large enough effect in the polarisation, with a control signal flat, not every such curve was filed as active; inconclusive = small, poorly fitted or top-dose-only effect, or effect the other way, or a change in a side signal; inactive = no such curve, though single readings can be large or run the other way; the % refers to the polarisation; also: potency is read from the fitted curve at half-maximal effect; % of control where 0% means no effect; many of its hits are not listed in these tables
CXXC DNA block – blocks binding of human MLL CXXC domain to DNA. MLL-CXXC / FITC-HOXA9 DNA fluorescence polarization. Potency, µM (doses to about 115 µM), inactives show at the top dose activity change, negative = inhibition, hits mostly inhibitors. 0.037% of 290,000 active. AID 2662; active = well fitted inhibition curve with a large enough effect in the polarisation, with a control signal flat, not every such curve was filed as active; inconclusive = small, poorly fitted or top-dose-only effect, or effect the other way, or a change in a side signal; inactive = no such curve, though single readings can be large or run the other way; the % refers to the polarisation; also: potency is read from the fitted curve at half-maximal effect
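Purified MLL-CXXC (added from a 7 uM solution) was preincubated 5 min at ambient with pinned compounds in 50 mM Tris-HCl pH 7.5, 50 mM NaCl, 1 mM DTT, 0.05% BSA. Fluorescein-labeled HOX-A9 DNA (50 nM solution) followed, 30 min, then polarization read.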
Mito fusion yeast – mitochondrial division inhibition or fusion activation; S. cerevisiae fusion-defective mutant growth rescue, CellTiterGlo 48 h; Potency, µM (titrated, usually from 46.1 µM), for the others: top-dose growth rescue (activation), usual class: activators; 0.23% of 320,000 active; AID 485298;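 also: potency is read from the fitted curve at half-maximal effect; % of control where 0% means no effect; nearly all actives have a fitted effect of over 45% in size; temperature-sensitive fusion mutants such as fzo1-1 at 37 °C on non-fermentable ethanol glycerol medium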
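S. cerevisiae fusion-defective temperature-sensitive mutants (e.g. fzo1-1, mgm1-5) grown 48 h at 37C in YPEG (ethanol/glycerol non-fermentable) medium with 23 nl compound per well; growth rescue read as CellTiterGlo luminescence.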
TSHR antag – blocks TSH signaling through the human TSH receptor; P16473; TSHR-expressing cells, TSH-stimulated cAMP HTRF, 2 h; stronger effect = lower value; activity change, negative = inhibition, % at 11.5 µM; 0.2% of 330,000 active;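 active = activity change below a set negative limit, meaning inhibition stronger than a set level, cut at about -70% in these data; inconclusive = activity change between two set negative limits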; also: % is scaled to controls: 0 for no effect and ±100 for the full control effect
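Read-out is FRET at 665 nm (cryptate excitation 337 nm) from a cryptate-tagged anti-cAMP antibody, competed by cell cAMP against cAMP-d2. Compounds are tested on freshly harvested TSHR cells challenged with 4nM TSH (EC80) for 2 hours at 37 deg C.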
Integrin act MD – activates integrin-mediated alleviation for muscular dystrophy | alpha7betagal myoblasts, beta-gal FDG fluorescence, 48 h | Potency, µM (doses to about 38.3 µM), inactives show at the top dose activation, most hits filed as activators | 0.064% of 350,000 active | AID 624291;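 also: potency is read from the fitted curve at half-maximal effect; 100% = response of the positive control SU9516; nearly all actives have a fitted effect of over 60% in size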
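Alpha7betagal+/- myoblasts (passage 13) were plated 16-24 hr, then exposed to compounds (1:260 dilution of DMSO stock) for 48 hours at 37C. After MPER lysis, β-galactosidase reporter activity was read as FDG fluorescence (ex 480/em 540) after 30 minutes.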
* = called active by the depositor; ? = inconclusive; . = not tested or not shown; [ ] = another dose, or the depositor's remark. Unless noted, calls follow the shape of the dose curve; as a rule, active = well fitted curve in the direction sought with a large enough effect; inconclusive = small, poorly fitted or top-dose-only effect, or another doubt; inactive = no such curve, though single readings can be large; an effect the other way counts as inactive or inconclusive. This is a subset; the hit share may differ from the screen's.

SMILES	TCR act	ASM inhibitor	TSG101-PTAP inh	A-T KAP1 phos	MBNL1-CUG inh	Menin MLL FP TR	CXXC DNA block	Mito fusion yeast	TSHR antag	Integrin act MD
COc1ccccc1C(=O)NC(=O)COC(=O)c1cccc(NC(C)=O)c1	-2%	-1%	-1%	3%	0%	.	7%	-1%	-12	16%
CCOC(=O)C1(CC2CC2)CCN(Cc2cnc(-c3ccc(OC)cc3)nc2)CC1	-1%	-1%	-5%	7%	-8%	?	6%	3%	-14	13%
CCOc1ccc(Cl)cc1S(=O)(=O)N1CCC(C(=O)NCC2CCCO2)CC1 (stereo not drawn)	0%	2%	-10%	2%	1%	1%	3%	-6%	-9	?
Cc1ccc(S(=O)(=O)NCCCNC(=O)c2ccccc2)cc1	6%	1%	-1%	0%	-7%	-20%	-1%	1%	14	-3%
CC(C)NC(=O)C12CC3CC(C1)CC(n1cnc(Cl)n1)(C3)C2	-3%	4%	-2%	0%	0%	-3%	8%	-4%	-5	12%
O=C1NC2(CCCCC2)C(=O)N1/N=C/c1ccccc1Br	-3%	-1%	-5%	1%	-14%	-5%	7%	-5%	0	0%
CSCC[C@H](NC(=O)COc1ccc(Cl)cc1Cl)c1nc2ccccc2[nH]1	-7%[46.1 µM]	-1%	-1%	-1%	4%	7%	-9%	1%	2	-8%
C=CCOn1c(=O)c(-c2ccc(OC)cc2)[n+]([O-])c2ccccc21	4%	29%	-4%	-3%	?	5%	15%	1%	-5	-3%
COC(=O)Cn1cnc2scc(-c3ccc(C)c(C)c3)c2c1=O	-1%	0%	-1%	2%	2%	-8%	3%	-24%	-2	11%
CCC(C)OC(=O)c1[nH]c2c(c1C)C(=O)CC(c1ccc(N(C)C)cc1)C2 (stereo not drawn)	-1%	-8%	-1%	3%	5%	12%	5%	?	-39	-30%
COc1ccc(C(=O)Nc2ccc(NC(=O)c3cnccn3)cn2)cc1	.	1%	-4%	2%	5%	.	20%	0%	17	11%
CN(c1ccc(C(=O)NCCSCc2c(F)cccc2Cl)cc1)S(C)(=O)=O	3%	-1%	-5%	3%[11.5 µM]	10%	25%	6%	-3%	-2	0%
CC(=O)OC1=Cc2c(ccc3ccc(=O)oc23)OC1(C)C	-1%	79%[activator]	-4%	5%	9%	.	-4%	2%	-13	19%
COc1ccc(OC)c(/C=N/NC(=O)c2c(C)nc3ccc(C)cn23)c1	4%	323%[activator]	-1%	-10%	27%	-15%	7%	-1%	8	-1%
COc1ccc2nc(N(Cc3ccccc3)C(=O)CCNC(C)=O)sc2c1	9%	-3%	-2%	12%	8%	.	12%	1%	-3	0%
Cc1cc(C)cc(C(=O)Nc2cccnc2)c1	-3%	3%	-2%	2%	-1%	-6%	3%	0%	-2	-7%
CC1(C)Cc2c(sc3nc(C4CCCCC4)n(N)c(=O)c23)CO1	6%	-4%	1%	-2%	6%	.	3%	3%	5	2%
Cc1ccc(NC(=O)c2ccco2)cc1NC(=O)CSc1nnc(-c2cccs2)n1C	-2%	-4%	-2%	2%	0%	-1%	-6%	-4%	2	0%[7.66 µM]
CC(C)C(=O)Nc1ccc(Br)cc1Cl	-1%	0%	-2%	2%	-12%	0%	-2%	1%	-3	-7%
CCCCC(CC)CNC(=O)c1[nH]c(C)c(C(C)=O)c1C (stereo not drawn)	-1%	-7%	0%	-3%	-8%	3%[11.7 µM]	5%	24%	-11	14%
O=C(CC1C(=O)NCCN1Cc1ccccc1C(F)(F)F)NC1CCCC1 (stereo not drawn)	4%	6%	-1%	22%	0%	0%	3%	-2%	5	-15%
O=C(COC(=O)COc1ccc2ccccc2c1)NCC(F)(F)F	-2%	1%	-1%	-2%	-1%	8%	-3%	2%	-4	-16%
Cc1ncoc1C(=O)NC1CC(C)(C)Cc2c1cnn2-c1ccccc1 (stereo not drawn)	2%	0%	-4%	14%	0%	.	5%	6%	-4	-36%
COc1ccc(NC(=O)c2csc(C)c2)cc1OC	-4%	0%	1%	-3%	-9%	8%	4%	0%	1	8%
COc1ccc(N(C)S(=O)(=O)c2ccc3c(c2)NC(=O)CO3)c(OC)c1	3%	3%	-3%	-2%	-2%	.	12%	-1%	-7	25%
Cc1cc(C)nc(N(C#N)Cc2cccc(Cl)c2)n1	0%	-7%	-2%	6%	0%	-3%	9%	21%	-3	-7%
CC(NC(=O)C1CCCN1S(=O)(=O)c1cccc2cccnc12)c1ccccc1 (stereo not drawn)	-4%	-1%	-1%	0%	3%	-6%	23%	3%	8	5%
CNS(=O)(=O)c1cccc(C(=O)OCC(=O)c2cc(C)n(-c3ccc4c(c3)OCO4)c2C)c1	-13%	-2%	-5%	.	-4%	-4%	-7%	10%	-13	-19%
Cc1cccc(N2CCN(c3ccc(NC(=O)/C=C\C(=O)O)cc3)CC2)c1	-2%	4%	-1%	-4%	10%	?	-14%	1%	13	-27%
CCN(CC(=O)Nc1cc(Cl)ccc1C)C(=O)c1ccc(=O)n(Cc2ccccc2)n1	3%	-1%	-5%	25%	85%[activator]	7%	-3%	2%	22	-31%
COc1ccc(/C=C2/N=C3CCCCCN3C2=O)cc1OC	10%[46.1 µM]	11%	-2%	-7%	?	-15%	4%	-2%	-7	11%
OCC[C@H]1C[C@H](O)[C@@H](O)[C@]2(Cc3ccccc3O2)O1	3%	4%	0%	6%	.	.	.	-5%	-10	23%
O=C(/C=C/c1ccccc1)N1CCN(CC(O)COc2ccccc2)CC1 (stereo not drawn)	0%	-3%	1%	9%	7%	-3%	6%	1%	-4	22%
COc1ccc(OC)c(/C=N/NC(=S)NCCc2ccccc2)c1	-32%	215%[activator]	1%	2%	-7%	?	9%	16%	-8	17%
O=C(C(Cc1ccccc1)NS(=O)(=O)c1cccc2cccnc12)N1CCc2ccccc21 (stereo not drawn)	1%	-3%	1%	3%	6%	-2%	13%	0%	-4	-5%
COc1ccc(C(=O)NNC(=O)CN(C)S(=O)(=O)c2ccc(Cl)cc2)c(OC)c1OC	-3%	-1%	-2%	-1%	.	.	.	-3%	-7	-17%
Cn1cnc2c1c(=O)n(CC(O)CO)c(=O)n2C (stereo not drawn)	-5%	4%	-3%	17%	-1%	-1%	11%	-10%	-6	6%
CS(=O)(=O)c1ccc2nc(NC(=O)c3ccc(N4C(=O)CCC4=O)cc3)sc2c1	-12%	-3%	1%	-4%	.	.	-7%	1%	0	-9%
CCCC(=O)Nc1nc(-c2ccc(Cl)s2)cs1	8%	-3%	-4%	-3%	.	7%	-6%	8%	0	-13%
CC(C)CCOP(=O)(c1ccc(N(C)C)cc1)C(O)c1ccccc1F (stereo not drawn)	-59%	-2%	-6%	14%	?	9%	-2%	0%	22	-24%
COc1cc(C2C3=C(CC(C)(C)CC3=O)N(C)C3=C2C(=O)CC(C)(C)C3)cc(Br)c1O	.	60%[activator]	0%	3%	16%	-10%	-6%	-4%	-10	-3%
CCOC(=O)CNC(=O)CCc1nnc2ccc(N3CCC(C)CC3)nn12	0%	0%	3%	-7%	1%	-3%	9%	15%	7	-15%
COc1cccc(C2NC(=O)CCC2[N+](=O)[O-])c1 (stereo not drawn)	-3%	-1%	0%	5%	-6%	-6%	4%	-9%	0	11%
COc1ccc(NC(=O)COC(=O)c2ccc(OCc3ccccc3Cl)c(OC)c2)c(OC)c1	1%[46.1 µM]	-2%	0%	-10%	5%	-12%	2%	-5%	-2	3%
Cc1nc(SCC(=O)NCc2ccccc2)c2oc3ccccc3c2n1	1%	1%	1%	2%	4%	-8%	?	2%	-12	6%
Cn1c(CNC(=O)CCNC(=O)c2ccc(Br)cc2)cc(=O)n(C)c1=O	0%	4%	-5%	5%	-2%	.	11%	0%	0	27%
COc1ccc(N2CCN(C(=O)CC(C)S(=O)(=O)c3ccc4c(c3)NC(=O)CO4)CC2)cc1 (stereo not drawn)	0%	-1%	-3%	8%	7%	.	-1%	-1%	-4	-44%

High-throughput results as filed in PubChem BioAssay.
